From PubChem BioAssay
Efflux pump inh: inhibitors of Candida antifungal efflux pumps expressed in yeast; actives 0.44% (n = 330,000); S. cerevisiae Candida pump triplex, Nile Red efflux; inhibition, % at 10 µM;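 active means plate passing quality check with inhibition over a set limit, or well fluorescence over plate mean plus 4 SD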;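 further: Nile Red retained in pooled yeast measured as flow cytometry median fluorescence; 0% = buffer negative control and 100% = Enniatin B positive control; higher means more Nile Red kept so more efflux inhibition; some compounds called inactive have numbers as strong as hits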
RPL19A-GFP yeast: yeast TOR pathway RPL19A-GFP modulation; AID 2025; S. cerevisiae RPL19A-GFP strain, flow cytometry, 3 h; stronger effect = lower value; actives 0.3% (n = 330,000); percent response vs DMSO, % at 10 µM;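 active means percent response vs DMSO below 50%; inconclusive means fewer than 70 events counted for the yeast strain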;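 further: median channel GFP fluorescence of the barcoded RPL19A-GFP strain; ratio of sample median GFP to plate DMSO average so 100% = DMSO; lower means less RPL19A-GFP as with rapamycin TOR inhibition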
CIT2-GFP yeast: modulators of TOR pathway CIT2-GFP in S. cerevisiae | GFP response vs DMSO, % at 10 µM | actives 0.065% (n = 320,000) | AID 2029 | S. cerevisiae CIT2-GFP strain, flow cytometry, 3 h; 100 means same as DMSO wells;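 active means GFP response relative to DMSO above a set limit, near the screen mean plus 3 SD, cut at about 150% in these data; inconclusive means Fewer than 70 cells measured for a yeast strain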;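 further: ratio of well median GFP fluorescence to mean of DMSO wells on the plate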
AGP1 TOR yeast: yeast TOR pathway AGP1-GFP modulation; S. cerevisiae AGP1-GFP multiplex flow cytometry, 3 h; GFP as percent of DMSO wells; GFP response vs DMSO, % at 10 µM; actives 0.02% (n = 320,000); AID 2066;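 active means GFP response relative to DMSO above a set limit, near screen average plus 3 SD, cut at about 150% in these data; inconclusive means fewer than 70 cells counted for the yeast strain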;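 further: median GFP channel fluorescence of the gated AGP1 strain per well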
LAP4 TOR yeast: alters LAP4-GFP fluorescence in TOR pathway yeast screen | S. cerevisiae LAP4-GFP multiplex, flow cytometry GFP, 3 h; median GFP as percent of DMSO wells | GFP response vs DMSO, % at 10 µM | actives 0.34% (n = 320,000) | AID 2023;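 active means GFP response vs DMSO above a set limit, about the screen mean plus 3 SD, cut at about 150% in these data; inconclusive means under 70 cell events counted for the yeast strain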
AHR act: activates the human aryl hydrocarbon receptor; P35869; AHR-responsive luciferase reporter cells, luminescence; activation, % at 5 µM; actives 2.5% (n = 320,000); AID 2796; in the data active means activation above about 47%;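 further: 0% = vehicle wells and 100% = reference agonist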
Target sequence (P35869 whole entry, looked up): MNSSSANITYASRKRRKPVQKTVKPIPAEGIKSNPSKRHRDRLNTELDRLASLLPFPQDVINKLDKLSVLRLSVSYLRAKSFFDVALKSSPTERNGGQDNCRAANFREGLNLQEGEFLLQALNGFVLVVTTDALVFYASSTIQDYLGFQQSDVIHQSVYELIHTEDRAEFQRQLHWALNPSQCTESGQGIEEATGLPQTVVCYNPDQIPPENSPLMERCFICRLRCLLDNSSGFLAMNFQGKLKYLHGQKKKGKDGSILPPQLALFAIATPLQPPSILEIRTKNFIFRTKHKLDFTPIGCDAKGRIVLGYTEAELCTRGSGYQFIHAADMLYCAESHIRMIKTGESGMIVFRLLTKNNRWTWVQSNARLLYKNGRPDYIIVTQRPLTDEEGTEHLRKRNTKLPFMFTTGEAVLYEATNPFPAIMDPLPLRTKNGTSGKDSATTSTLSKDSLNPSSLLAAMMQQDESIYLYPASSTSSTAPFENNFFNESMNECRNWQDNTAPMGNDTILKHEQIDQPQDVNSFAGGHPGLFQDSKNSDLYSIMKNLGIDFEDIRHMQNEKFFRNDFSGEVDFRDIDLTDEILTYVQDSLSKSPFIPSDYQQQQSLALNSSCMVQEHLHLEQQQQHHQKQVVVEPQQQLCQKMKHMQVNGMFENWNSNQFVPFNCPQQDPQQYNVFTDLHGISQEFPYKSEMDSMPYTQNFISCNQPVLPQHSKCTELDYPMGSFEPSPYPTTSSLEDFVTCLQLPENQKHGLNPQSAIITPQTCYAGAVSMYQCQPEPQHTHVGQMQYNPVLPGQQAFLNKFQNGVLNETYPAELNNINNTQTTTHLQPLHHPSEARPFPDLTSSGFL
Yeast superoxide: caloric restriction mimetics inhibiting age-related superoxide in yeast; actives 0.18% (n = 330,000); S. cerevisiae aged cells, superoxide DHE fluorescence; stronger effect = lower value; superoxide response (% of plate mean), % at 10 µM; AID 2690;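 active means superoxide response under a set limit, about three screen SD below normal, cut at about 65% in these data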;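 further: yeast aged for seven days with compound at 30 °C before DHE staining; 100% = average MFI of all compound-treated wells on the plate with controls excluded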
MEP2-GFP yeast: yeast TOR pathway MEP2-GFP modulation; AID 2016; actives 0.51% (n = 330,000); S. cerevisiae MEP2-GFP strain, flow cytometry GFP, 3 h; 100% = DMSO control level; GFP response vs DMSO, % at 10 µM;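 active means GFP response versus DMSO above a set limit, roughly screen mean plus 3 SD, cut at about 180% in these data; inconclusive means fewer than 70 cells counted for a yeast strain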;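 further: median GFP fluorescence of the barcode-gated MEP2-GFP cells per well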
An asterisk follows results filed as active; ? = inconclusive; / = not tested or not shown; [ ] = another dose, or the depositor's remark.

SMILES	Efflux pump inh	RPL19A-GFP yeast	CIT2-GFP yeast	AGP1 TOR yeast	LAP4 TOR yeast	AHR act	Yeast superoxide	MEP2-GFP yeast
COc1ccc(N2CCN(C(=O)C3CC(=O)N(c4ccc(C)cc4)C3)CC2)cc1 (stereo not drawn)	0.6	99.9	97.6	94.2	94.3	1.4	83.8	101.1
Cc1cccc(-c2n[nH]c(=S)n2/N=C/c2ccc(C)s2)c1	0.0	106.8	105.1	104.7	102.4	10.3	97.3	105.2
COc1ccc2oc(C(=O)OCC(=O)NC(=O)NC(C)C)c(C)c2c1	0.0	103.7	114.2	112.6	105.3	1.8	123.0	119.1
COc1ccc(-c2cc(C3CC3)nc(N)c2C#N)cc1	0.0	104.2	102.1	96.2	92.3	11.5	100.0	94.3
N#Cc1cc2c(nc1SCC(=O)Nc1sc3c(c1C#N)CCC3)CCC2	-0.1	100.9	/	102.4	85.1	7.3	99.0	102.6
O=C(Nc1ccc(S(=O)(=O)N2CCCCC2)cc1)C1CC(=O)N(c2ccc(F)cc2)C1 (stereo not drawn)	0.2	96.8	97.2	102.0	98.0	-0.1	101.5	93.4
Cc1ccc2c(c1)C1(C(=O)N2C)N2CC3(C)CN1CC(C)(C2)C3=O (stereo not drawn)	0.0	91.2	89.6	90.7	104.5	8.9	102.4	93.5
COc1c(C(=O)Nc2ccccc2N2CCOCC2)cc2ccccc2c1Br	1.7	104.5	99.9	102.0	87.6	2.1	110.9	104.0
NC(=O)CC(NC(=O)Cc1ccc(Br)cc1)c1ccc(NC2CCCC2)c([N+](=O)[O-])c1 (stereo not drawn)	-0.1	101.2	85.9	86.2	106.4	1.1	106.4	102.2
CS(=O)(=O)c1nsc2nc(=O)c(/C=C3\C=Nc4ccccc43)c(N)n12	0.0	103.7	103.3	99.5	91.8	3.7	108.6	106.3
Cc1ccc(COC(=O)c2ccc3c(c2)C(=O)N(CCCN2CCOCC2)C3=O)cc1	-0.2	103.0	89.8	101.0	101.5	-3.6	96.2	104.3
CCN(C(=O)COC(=O)c1cc(OC)ccc1Br)C1CCS(=O)(=O)C1 (stereo not drawn)	0.1	99.3	92.4	97.0	94.3	0.6	92.9	94.5
CCn1c(=O)cc(SCC(=O)Nc2cccc(C)n2)c2ccccc21	0.0	94.4	93.5	93.9	96.7	-2.0	91.4	100.1
CCOc1ccccc1NC(=O)c1ccc(NC(=O)C2CCCO2)cc1 (stereo not drawn)	-0.2	91.9	93.0	88.9	89.9	41.2	108.1	104.1
NC(=O)CC[C@H](NC(=O)c1ccc(F)cc1)C(=O)OCC(=O)NCc1ccc(F)cc1	-0.2	100.5	104.3	104.2	99.2	-0.2	102.1	99.8
COc1cc2c(cc1OC)C(c1ccc(Br)cc1)CC(=O)N2 (stereo not drawn)	0.0	102.7	101.5	87.4	96.0	/	105.7	102.5
C/C(=N\NC(=O)COc1ccc(C(C)(C)C)cc1)c1ccc(OC(F)F)cc1	-1.2	102.6	97.2	105.5	103.5	14.4	87.3	103.2
Cc1cccc(CN2C[C@]34C=C[C@@H](C[C@@H]3S2(=O)=O)O4)c1	-0.1	99.3	92.1	88.7	129.2	-2.6	101.3	101.7
COc1cc(C2C(C#N)=C(N)OC3=C2C(=O)CCC3)cc2c1OCO2 (stereo not drawn)	-0.1	99.6	121.5	112.4	114.4	4.6	104.8	108.6
COc1ccc(C2C(C(C)=O)=C(O)C(=O)N2c2cccnc2)c(OC)c1 (stereo not drawn)	0.0	89.6	91.7	87.6	92.1	4.0	104.1	97.0
COC(=O)CSc1nccc(C)n1	0.0	100.3	99.2	101.0	94.5	-0.3	104.3	98.4
O=C(Nc1ccc(Cl)cn1)c1cc2c(s1)-c1ccccc1OC2	0.0	96.3	82.0	77.0	116.8	-2.4	106.5	98.0
COc1ccc(CN(CC(=O)NCc2ccc3c(c2)OCO3)C(=O)c2csnn2)cc1	-0.2	99.7	100.3	102.0	94.4	1.1	95.8	105.6
Cc1cc2ccccn2c1C(=O)c1nc(N2CCOCC2)ncc1Cl	0.2	104.0	/	101.0	101.3	-0.7	94.0	100.8
COc1cccc(C(=O)N2CCn3c2nc2ccccc23)c1	0.1	95.3	98.2	107.2	99.6	-0.2	96.4	100.6
COc1ccccc1-n1cnc2cc(NCc3ccccc3O)ccc21	0.0	99.8	107.1	108.5	104.5	1.9	97.5	99.1
CCc1ccc(NC(=O)NC2CCCCCCC2)cc1	0.2	109.1	85.9	80.5	76.9	/	103.7	95.2
O=[N+]([O-])c1ccc(-c2cnc(SCc3ccccc3Cl)[nH]2)cc1	0.3	97.8	92.2	87.5	107.9	3.5	99.0	97.0
COc1ccc(CNC(=O)C(C)Sc2nc3ccccc3c(=O)n2CCCN2CCOCC2)cc1 (stereo not drawn)	0.2	100.9	89.9	97.6	92.3	1.4	106.1	98.8
O=C(Cn1cccc1)NCc1cccs1	0.0	104.1	96.7	102.8	98.8	2.8	101.4	105.3
Cc1nc(NC(=O)COC(=O)C2=NNC(=O)CC2)c(Cl)cc1Cl	-0.1	102.2	110.3	97.9	97.2	1.5	115.0	104.9
Cc1ccc(/C=N/NC(=O)c2ccoc2C)o1	-0.2	103.9	101.9	99.9	94.8	33.9	100.8	100.8
CC(=O)c1cc2c(cc1NC(=O)CN1CCN(c3ccc(F)cc3)CC1)OCO2	-0.2	99.2	101.6	101.8	102.7	0.2	90.5	96.9
C=CCOc1ccc(C(=O)c2ccccc2)c(OCC(=O)NC2(C#N)CCCC2)c1	0.1	102.6	101.6	100.9	95.4	2.5	84.5	107.9
Cc1nn(-c2cc(Cl)ccc2N)c(=O)c2ccccc12	0.0	92.4	90.8	95.7	95.1	0.6	98.4	94.7
O=C(O)CCCC(=O)N1CCc2cc(S(=O)(=O)N3CCc4ccccc43)ccc21	0.1	101.3	110.0	99.2	87.2	12.1	134.6	94.9
COc1ccccc1CNC(=O)Cn1cc([N+](=O)[O-])ccc1=O	0.1	95.2	89.1	86.8	78.7	-0.5	115.3	94.7
Cc1ccc(C(=O)O)cc1NC(=S)NC(=O)c1ccc(COc2ccccc2)cc1	-0.2	91.8	91.2	106.6	104.5	0.3	97.9	95.8
Cc1cccc(C(=O)OCC(=O)Nc2ccc3c(c2)OCCO3)c1	0.2	91.0	81.7	86.7	97.7	-0.7	97.7	88.3
Cc1nn(CC(=O)Nc2ccc3c(c2)nc(CCN2CCCCC2)n3C)c(=O)c2ccccc12	0.0	87.6	91.9	/	94.5	-6.3	103.2	110.3

Some entries already given, showing only MEP2-GFP yeast and CIT2-GFP yeast:
smiles	MEP2-GFP yeast	CIT2-GFP yeast
COc1ccc(CNC(=O)C(C)Sc2nc3ccccc3c(=O)n2CCCN2CCOCC2)cc1 (stereo not drawn)	98.8	89.9
O=C(Cn1cccc1)NCc1cccs1	105.3	96.7

(list continues)
SMILES	Efflux pump inh	RPL19A-GFP yeast	CIT2-GFP yeast	AGP1 TOR yeast	LAP4 TOR yeast	AHR act	Yeast superoxide	MEP2-GFP yeast
CCn1c(SCC(=O)OCc2ccccc2)nc2c1c(=O)n(C)c(=O)n2C	-0.4	94.3[may fluoresce violet]	?	?	84.7[may fluoresce violet]	1.4	75.0	?
C=CCn1c(COc2ccc(F)cc2)nnc1SCC(=O)c1c[nH]c2c(CC)cccc12	-7.3	100.8	105.0	97.9	90.5	6.5	101.6	101.1
CC(C)Sc1nc2c(c(=O)n(C)c(=O)n2C)n1C	0.0	97.8	102.3	94.4	93.5	2.1	98.3	97.8
CCCC1(CCC)C(=O)NC(=NCCc2ccc(OC)c(OC)c2)NC1=O	0.1	106.1	96.5	93.2	91.0	-2.2	91.2	108.8
COC(=O)c1ccc(CNC(=O)COC(=O)CCC2CCCC2)cc1	16.6*	99.8	96.0	91.9	84.0	-0.3	110.3	97.2
O=C(NCc1ccc2[nH]c3c(c2c1)CCCC3)N1CCOCC1	0.0	100.0	92.1	101.3	99.8	0.8	123.1	100.2
CCc1nc2c(c(=O)c3ccccc3n2C)c(=O)n1-c1ccc(F)cc1	-0.2	100.9	99.1	94.1	90.9	44.3	90.8	98.2
Cc1cc2cc(CCNC(=O)C(=O)c3c[nH]c4ccccc34)c(=O)[nH]c2cc1C	-0.1	105.8	103.9	100.7	85.5	8.2	88.1	109.0
COCCN(C(=O)/C=C/c1ccccc1)c1nnc(-c2cccnc2)s1	-0.1	96.6	88.7	98.7	119.6	1.5	92.0	95.1
CC(C)(C)NC(=O)NC(=O)COC(=O)Cc1coc2ccc3ccccc3c12	0.0	101.3	97.2	92.6	86.3	0.3	101.4	101.8
CCOc1cc(C(=O)Nc2ccc(S(=O)(=O)Nc3onc(C)c3C)cc2)cc(OCC)c1OCC	0.0	103.4	104.0	99.1	95.5	-0.2	112.3	105.8
CC(=O)Nc1ccccc1C(F)(F)F	-0.1	103.3	99.9	113.5	107.2	0.4	97.2	102.5
N#Cc1ccc(COc2ccc(CCO)cc2-n2nc3ccccc3n2)cc1	0.1	83.0	77.9	86.4	83.6	14.1	101.9	89.1
CCOc1cc(/C=N/Nc2nc(N3CCCC3)nc(N3CCCC3)n2)ccc1O	0.0	98.6	95.7	97.3	90.5	2.4	109.8	93.6
CC(=O)Nc1cccc(NC(=O)C2CC3CCC2C3)c1 (stereo not drawn)	0.1	95.9	94.9	101.6	92.1	3.2	99.0	101.7
Cc1cc(C)cc(NS(=O)(=O)c2ccc3[nH]cc(C(=O)N4CCc5ccccc54)c(=O)c3c2)c1	-0.3	108.2	105.5	105.0	105.4	26.1	101.2	105.6
CCOc1ccc(C(=O)N(CN2CCCC2=O)c2ccc(C)cc2)cc1	0.0	99.5	96.5	99.9	101.9	1.2	99.8	103.2
CCCn1nnc(NC(=O)C(C)C)n1	0.0	94.0	95.9	107.2	110.6	0.2	94.6	101.2
CCOC(=O)c1nnn(CC(=O)Nc2cc(F)ccc2F)c1C(=O)OCC	0.0	102.2	94.9	100.0	102.1	-0.3	88.5	92.1
Brc1ccc(OCc2nc3ccccc3[nH]2)cc1	-0.1	105.0	102.0	93.0	118.9	7.8	89.0	112.1
O=C(CCCN1C(=O)C(c2ccccc2)Oc2cccnc21)NCCc1ccc(Cl)cc1 (stereo not drawn)	-0.6	98.3	95.3	96.8	96.9	3.0	90.4	99.8
CCN(C(=O)Cn1c(=O)oc2ccccc21)c1cccc(C(F)(F)F)c1	0.1	100.4	105.8	103.9	/	1.5	115.9	105.6
COC(=O)c1nnn(Cc2ccccc2)c1N	0.0	100.1	96.9	105.8	103.7	-1.2	87.1	115.0
CC1=CN2CC(O)CN=C2C=C1 (stereo not drawn)	1.1	93.8	86.6	94.3	93.2	-0.3	105.6	93.9
CN(c1ccccc1)S(=O)(=O)c1ccc(C(=O)Nc2nccs2)cc1	-0.2	101.7	103.2	105.2	108.2	11.3	100.5	99.4
CC(C)(C)OC(=O)NCCCCCNC(=O)c1[nH]cnc1C(=O)Nc1ccon1	-0.2	97.3	99.6	100.5	97.8	2.5	95.0	84.8
CC(Oc1ccc(Br)cc1Br)C(=O)NC1CCCC1 (stereo not drawn)	0.1	109.9	97.8	116.7	108.3	0.3	103.5	107.1
CN(C)c1ccc(/C=C2\CCCCC2=O)cc1	0.1	104.7	98.5	98.8	96.4	5.0	100.0	98.3
O=C(c1ccc(Cl)cc1Cl)N1CCN(c2ccc(N3CCOCC3)nn2)CC1	0.0	95.6	94.2	99.6	103.8	1.9	103.1	106.5
